Source: PubChem BioAssay
PKA-R2B activ: activates the human PKA-R2B holoenzyme complex | activation, % at 11.4 µM | hit rate 0.079% among 340,000 | PKA-R2B holoenzyme dissociation, Cy5-IP20 fluorescence polarization; R2B truncated from residue 108, S112A mutant; 0% DMSO only, 100% 113 µM cGMP | AID 504700;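 active = activation above a cutoff set at the mean over all compounds plus 3 SD, cut at about 18% in these data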;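 also: higher means more holoenzyme dissociation and a rise in polarization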
Target sequence (P31323 whole entry, looked up, other chains not shown, the tested form may be a part): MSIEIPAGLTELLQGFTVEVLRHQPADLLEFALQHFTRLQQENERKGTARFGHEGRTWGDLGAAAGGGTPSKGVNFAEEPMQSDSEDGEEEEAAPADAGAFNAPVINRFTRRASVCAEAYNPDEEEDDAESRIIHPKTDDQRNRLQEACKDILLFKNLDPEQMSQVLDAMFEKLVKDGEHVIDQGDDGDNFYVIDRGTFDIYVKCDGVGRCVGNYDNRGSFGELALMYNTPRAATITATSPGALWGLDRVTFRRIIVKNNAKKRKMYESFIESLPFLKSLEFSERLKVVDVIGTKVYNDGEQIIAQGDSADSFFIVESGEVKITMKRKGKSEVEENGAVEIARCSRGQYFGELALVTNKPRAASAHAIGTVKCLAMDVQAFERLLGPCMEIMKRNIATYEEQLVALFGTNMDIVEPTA
NSD2 inh: inhibitors of human histone methyltransferase NSD2; O96028; hit rate 0.54% among 310,000; inhibition, % at 12.5 µM; NSD2 peptide methylation, AlphaScreen, 120 min; in the data active = inhibition above about 50%
DAGLB inh: diacylglycerol lipase beta (human) inhibition. HEK293T DAGLB membrane lysate, EnzChek fluorogenic substrate. inhibition, % at 5.17 µM. hit rate 0.059% among 340,000; in the data active = inhibition above about 34%;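 also: 0% = enzyme with vehicle and 100% = wells lacking enzyme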
Target sequence (Q8NCG7 whole entry, looked up): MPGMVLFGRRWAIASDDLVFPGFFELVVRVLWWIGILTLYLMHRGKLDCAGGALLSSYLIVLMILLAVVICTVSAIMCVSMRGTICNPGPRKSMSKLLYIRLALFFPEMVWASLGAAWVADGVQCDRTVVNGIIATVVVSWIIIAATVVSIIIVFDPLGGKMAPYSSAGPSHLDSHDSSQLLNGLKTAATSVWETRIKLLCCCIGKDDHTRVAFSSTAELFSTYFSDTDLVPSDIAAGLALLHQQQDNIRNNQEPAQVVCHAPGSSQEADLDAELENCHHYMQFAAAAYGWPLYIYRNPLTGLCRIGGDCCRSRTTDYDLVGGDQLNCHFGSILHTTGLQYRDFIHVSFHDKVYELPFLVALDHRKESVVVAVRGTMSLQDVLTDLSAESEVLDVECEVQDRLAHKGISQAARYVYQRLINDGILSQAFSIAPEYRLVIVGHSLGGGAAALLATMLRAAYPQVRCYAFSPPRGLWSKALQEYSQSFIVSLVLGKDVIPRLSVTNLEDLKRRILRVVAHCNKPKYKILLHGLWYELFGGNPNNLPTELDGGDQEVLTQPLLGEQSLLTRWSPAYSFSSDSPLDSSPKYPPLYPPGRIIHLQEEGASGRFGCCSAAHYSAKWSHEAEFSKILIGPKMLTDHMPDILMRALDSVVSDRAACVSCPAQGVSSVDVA
Active calls of the source: *. The list is partial (hit frequency here may not be typical).

#1 CC(C)(CO)CN1CCC(n2nccc2NC(=O)C2CCOC2)CC1 (stereo not drawn)
#2 CCOc1ccc(NC(=S)N2CCC(C(=O)c3ccc(OC)cc3)CC2)cc1
#3 COc1ccccc1Cn1c(=S)[nH]c2cc(C(=O)N3CC(C)CC(C)C3)ccc2c1=O (stereo not drawn)
#4 CC1(c2ccc(Cl)cc2Cl)NC(=O)N(CC(=O)NCCC2=CCCCC2)C1=O (stereo not drawn)
#5 O=C1c2ccccc2CCC12OC2c1ccncc1 (stereo not drawn)
#6 CCN(Cc1ccccc1)N=Nc1ccccc1
Assay by compound	1	2	3	4	5	6
PKA-R2B activ	9	2	7	-3	-9	5
NSD2 inh	2	-3	0	23	13	-5
DAGLB inh	-7	-1	0	-1	-1	-17

#7 Cn1c(SCC(=O)NCCC2=CCCCC2)nnc1C(F)(F)F
#8 CCOC(=O)c1c(C)oc(=O)c(CC)c1O
#9 CC(C)CC(=O)Nc1nnc(SCC(=O)NC2CCCC2)s1
#10 O=S(=O)(NC1CCN(Cc2ccccc2)CC1)c1ccc(F)c(F)c1
#11 CC1(C2CC(=O)c3c(O)ccc(O)c3C2)OCCO1 (stereo not drawn)
#12 CC(OC(=O)[C@H](C)N=C1NS(=O)(=O)c2ccccc21)C(=O)Nc1ccc(F)c(F)c1F (stereo partly drawn)
Assay by compound	7	8	9	10	11	12
PKA-R2B activ	-8	0	-9	-3	3	5
NSD2 inh	13	-5	-4	13	4	-3
DAGLB inh	-4	-7	1	-1	-1	1

#13 O=C(NNC(=O)C(c1ccccc1)c1ccccc1)c1ccccc1O
#14 COc1cc2c(cc1[N+](=O)[O-])-c1ccc([N+](=O)[O-])cc1C2=NO
#15 CCCCNC(=O)CN1C(=O)CSc2ccc(S(=O)(=O)N3CCOCC3)cc21
#16 O=C(Nc1ccc([N+](=O)[O-])cc1)C(c1ccccc1)c1ccccc1
#17 CCc1noc(C)c1C(=O)N(CC)CC(=O)NCc1ccc(F)cc1
#18 COc1cccc(N2CCN(C(=O)C3CCN(C(=O)Nc4ccccc4)CC3)CC2)c1
Assay by compound	13	14	15	16	17	18
PKA-R2B activ	-1	-1	1	-1	1	-5
NSD2 inh	-4	0	-3	2	2	4
DAGLB inh	6	-5	2	-3	-1	-3

#19 O=C(Nc1cc(S(=O)(=O)N2CCOCC2)ccc1N1CCCC1)c1ccccc1F
#20 O=C(COC(=O)CN1C(=O)C2CC=CCC2C1=O)Nc1cccc([N+](=O)[O-])c1 (stereo not drawn)
#21 O=C(NCc1ccccn1)C1CCN(C2CCN(Cc3cccc(F)c3)CC2)CC1
#22 CC1C(c2ccccc2)=Nn2c(=O)n(-c3ccccc3)c(=O)n21 (stereo not drawn)
#23 CS(=O)(=O)N(CC(=O)N1CCCC1)C1CCCCC1
#24 O=S(=O)(c1cccs1)N1CCCCC1
Assay by compound	19	20	21	22	23	24
PKA-R2B activ	-1	-15	5	-6	-14	-16
NSD2 inh	18	-1	-1	0	0	-3
DAGLB inh	-3	2	1	-3	1	-1

#25 CCOc1ccccc1Nc1cc(C)nc2ccccc12
#26 CC1=CC(C)C(=O)N(CCN2CCOCC2)C(C)=C1 (stereo not drawn)
#27 CC(=O)c1ccc(S(=O)(=O)N2CCN(c3ccnc4cc(Cl)ccc34)CC2)cc1
#28 Cc1ccc(C(=O)OCC(=O)NCc2ccccc2)s1
#29 Cc1ccccc1C(=O)OCC(=O)N1CC(=O)Nc2ccccc21
#30 O=C(NCCOc1ccc(F)cc1)C1CCC(=O)N(Cc2ccc(Cl)cc2)C1 (stereo not drawn)
Assay by compound	25	26	27	28	29	30
PKA-R2B activ	-16	-2	4	4	14	0
NSD2 inh	3	-12	4	-2	0	-1
DAGLB inh	-1	-6	0	0	-1	-3

Arranged by the number under DAGLB inh (falling): some entries from above.
#17 CCc1noc(C)c1C(=O)N(CC)CC(=O)NCc1ccc(F)cc1
#19 O=C(Nc1cc(S(=O)(=O)N2CCOCC2)ccc1N1CCCC1)c1ccccc1F
#1 CC(C)(CO)CN1CCC(n2nccc2NC(=O)C2CCOC2)CC1 (stereo not drawn)
#6 CCN(Cc1ccccc1)N=Nc1ccccc1
Assay by compound	17	19	1	6
PKA-R2B activ	1	-1	9	5
NSD2 inh	2	18	2	-5
DAGLB inh	-1	-3	-7	-17

(list continues)
#31 CC(=O)N1N=C(c2ccc(Br)cc2)CC1c1cccc([N+](=O)[O-])c1 (stereo not drawn)
#32 COc1ccccc1NC(=O)Cc1nc(=O)[nH]c(=O)[nH]1
#33 Cc1ccc(CS(=O)Cc2ccc(C(=O)NCCCc3ccccc3)o2)cc1 (stereo not drawn)
#34 CC(C)(C)NC1=NCCNC(c2ccccc2)=C1
#35 CC/C(=N\NC(=O)c1cc(C)oc1C)c1ccc(OC(F)F)cc1
#36 O=C(/C=C/c1ccccc1[N+](=O)[O-])OCC(=O)N1CCN(c2ccccc2)CC1
Assay by compound	31	32	33	34	35	36
PKA-R2B activ	-8	8	-4	0	-5	6
NSD2 inh	4	-2	-1	-8	0	4
DAGLB inh	-1	2	-1	1	-7	-4

#37 O=C(N/C(=C/c1cccc(Br)c1)C(=O)N1CCOCC1)c1ccco1
#38 CCc1nnc(NC(=O)C(NS(=O)(=O)c2ccccc2)C(C)C)s1 (stereo not drawn)
#39 Cc1ccc(NC(=O)CSC(C)C(=O)OCc2cc(=O)oc3cc(O)ccc23)cc1 (stereo not drawn)
#40 COc1ccc(C(C#N)CC(=O)c2ccc3c(c2)OCO3)cc1OC (stereo not drawn)
#41 S=C(NCCCN1CCOCC1)NN=C1c2ccccc2-c2ccccc21
#42 O=C(COC(=O)CSc1ccccc1)NC1CCS(=O)(=O)C1 (stereo not drawn)
Assay by compound	37	38	39	40	41	42
PKA-R2B activ	0	-1	-5	-3	2	-1
NSD2 inh	0	3	3	-1	6	2
DAGLB inh	2	1	-4	-1	-3	-9

#43 Cn1ccc(=O)c2cc([N+](=O)[O-])ccc21
#44 CN(c1ccc(-c2csc(NC(=O)CCCc3nc4ccccc4c(=O)[nH]3)n2)cc1)S(C)(=O)=O
#45 CCOCCC(=O)Nc1ncc(S(=O)(=O)c2ccc([N+](=O)[O-])cc2)s1
#46 Cc1cc(C(=O)COc2ccc(Br)cc2F)c(C)n1CC1CCCO1 (stereo not drawn)
#47 COc1ccc2c(c1)CSC(c1ccccc1)C2=O (stereo not drawn)
#48 CC1(C)N=C(N)N=C(N)N1c1ccc(OCC(=O)Nc2ccccc2)c(Cl)c1
Assay by compound	43	44	45	46	47	48
PKA-R2B activ	4	-1	-3	1	2	-1
NSD2 inh	0	3	0	-2	2	1
DAGLB inh	-4	-3	1	0	-4	0

#49 CCOC(=O)C1=NN2C(O)C3(C)CC(C(=O)OCC)=NN3C(O)C2(C)C1 (stereo not drawn)
#50 CC(=O)Nc1ccc(CN2CCC(N3CCC(C(=O)NC4CC4)CC3)CC2)cc1
#51 O=C1OCC/C1=C\NCCCN/C=C1\CCOC1=O
#52 COc1ccc(C(=O)N2CCOC2CNC(=O)C(=O)NCc2ccc(C)cc2)cc1 (stereo not drawn)
#53 Clc1ccc2nc3ccccc3cc2c1
#54 CCc1ccc(NC(=O)c2cc(S(=O)(=O)N3CCCC3)ccc2F)cc1
Assay by compound	49	50	51	52	53	54
PKA-R2B activ	-1	2	10	4	0	-2
NSD2 inh	-1	-1	-2	1	-2	-4
DAGLB inh	-1	-2	0	-5	-2	-4

#55 CN(CC(=O)NC(=O)NC1CCCCC1)CC(=O)Nc1ccccc1C(F)(F)F
#56 O=C1NC(=O)C(=C2CCOC2=O)N1
#57 CC(O)C(NS(=O)(=O)c1ccc(Cl)cc1)C(=O)OCCOc1ccc(F)cc1 (stereo not drawn)
#58 CN(CC(=O)N/N=C/c1ccc(F)cc1)S(=O)(=O)c1ccccc1
#59 Nc1ccc2c(c1)C1(CCC2)NC(=O)NC1=O (stereo not drawn)
#60 COCCn1c(SCC(=O)N2CCCC2)nc2c(c1=O)SCC2
Assay by compound	55	56	57	58	59	60
PKA-R2B activ	-3	-2	-2	-12	-5	1
NSD2 inh	0	0	-5	-4	-8	-1
DAGLB inh	-1	2	2	-4	0	-2

Reformatted with two lines to a compound: entries from further up.
Order of values: PKA-R2B activ	NSD2 inh	DAGLB inh
51: O=C1OCC/C1=C\NCCCN/C=C1\CCOC1=O
→ 10	-2	0
52: COc1ccc(C(=O)N2CCOC2CNC(=O)C(=O)NCc2ccc(C)cc2)cc1 (stereo not drawn)
→ 4	1	-5

(cont.)
#61 O=C1C(=Cc2ccncc2)CCCc2ccccc21
#62 CCC(C)n1c(SCC(=O)NC2CC2)nc2ccccc2c1=O (stereo not drawn)
#63 COCc1cc(=O)n2[nH]c(C)c(-c3ccc(Cl)cc3)c2n1
#64 CC(=O)OCCn1c([N+](=O)[O-])cnc1C=[N+]([O-])C1CCCCC1
#65 CCOC(=O)c1cnn2c(SC)ncnc12
#66 Nn1c(SCC(=O)NC2CCCC2)nnc1C(F)(F)F
Assay by compound	61	62	63	64	65	66
PKA-R2B activ	-2	-12	0	-8	3	-5
NSD2 inh	6	-6	0	-9	-2	37
DAGLB inh	-4	1	2	0	0	0

#67 Cc1ccc(S(=O)(=O)CCC(=O)OCCOc2ccc(Br)cc2)cc1
#68 CCCc1nc2nc(C)c(NS(=O)(=O)c3ccc(C)c(C)c3)c(=O)n2[nH]1
#69 NC(=O)c1ccsc1NC(=O)COC(=O)Cc1ccccc1[N+](=O)[O-]
#70 COc1ccccc1CNCc1ccc2c(c1)OCO2
#71 O=C(Cc1cccc([N+](=O)[O-])c1)Nc1ccccc1
#72 COc1ccc(C(=O)NC2=NCCS2)cc1S(=O)(=O)N1CCOCC1
Assay by compound	67	68	69	70	71	72
PKA-R2B activ	6	0	-24	-10	12	-1
NSD2 inh	2	-1	-2	1	-1	-2
DAGLB inh	-1	3	-1	0	-3	-3

#73 COc1ccc(C(C#N)=C2C=C(Cl)C(=NO)C=C2Cl)cc1
#74 O=C(CCC1CCCN(C(=O)c2cc(F)ccc2F)C1)N1CCN(c2ccccn2)CC1 (stereo not drawn)
#75 COc1ccccc1NC(=O)COC(=O)Cn1c(C)csc1=O
#76 c1ccc(CNc2cccnc2)cc1
#77 COc1ccc(OC)c(CN2CCN(Cc3ccc(OC)c(OC)c3OC)CC2)c1
#78 CN1CCN(C(=O)C(=O)c2cn(CC(=O)N3CCCCCC3)c3ccccc23)CC1
Assay by compound	73	74	75	76	77	78
PKA-R2B activ	8	-3	-4	-9	3	-8
NSD2 inh	15	-1	-8	0	3	1
DAGLB inh	5	-2	-3	-4	-3	1

#79 CCN(CC(=O)Nc1c(F)cccc1F)C(=O)c1ccc2c(c1)C(=O)N(c1ccccc1C)C2=O
#80 COc1ccccc1C(=O)NCCC(=O)NCCOc1ccc(C)cc1
#81 COc1cc(C(=O)NC(=S)Nc2ccc3ccccc3c2)cc(OC)c1OC
#82 Cc1ccc(NC(=O)COC(=O)c2ccc3ncsc3c2)c(C)c1
#83 CCOC(=O)CSc1nc2nc(Cl)c(Cl)nc2[nH]1
#84 CCOC(=O)N1CCC(=NNC(N)=O)C1
Assay by compound	79	80	81	82	83	84
PKA-R2B activ	8	-2	-11	5	3	-5
NSD2 inh	-2	-2	1	-1	-1	-6
DAGLB inh	2	-2	-9	-4	-2	-2

#85 OCC1OC(Nc2ccccc2C=NO)C(O)C1O (stereo not drawn)
#86 CCn1c(CC(=O)Nc2ccccc2F)nnc1SCC(=O)NC1=NCCS1
#87 O=C(COC(=O)c1cnc(Cl)c(Cl)c1)NC1CCCC1
#88 CC(=O)Nc1cccc(NC(=O)C2CCCO2)c1 (stereo not drawn)
#89 O=C(Nc1ccccn1)C(c1ccccc1)c1ccccc1
#90 COc1ccc(C(=O)N2CCOC2CNC(=O)C(=O)NCc2ccccn2)cc1 (stereo not drawn)
Assay by compound	85	86	87	88	89	90
PKA-R2B activ	-2	6	0	6	-8	1
NSD2 inh	-2	6	1	0	-3	-1
DAGLB inh	-1	2	-3	2	1	-4

#91 O=C1CNc2cc(Cl)ccc2N1
#92 O=C(Nc1ccc2ccccc2c1)c1ccccc1Cl
#93 COc1ccccc1NC(=O)CCNC(=O)C1CCN(S(=O)(=O)c2ccccc2)CC1
#94 CC(=O)Nc1ccc(C(=O)OCC(=O)NC2CCCCCC2)cc1
#95 CCCCn1c(N)c(N(CCOC)C(=O)CCS(=O)(=O)c2ccc(C)cc2)c(=O)[nH]c1=O
#96 CC1Cc2ccccc2N1C(=O)COC(=O)c1ccco1 (stereo not drawn)
Assay by compound	91	92	93	94	95	96
PKA-R2B activ	2	5	-12	6	2	-7
NSD2 inh	-1	-2	0	0	-5	-4
DAGLB inh	-1	-6	-4	-2	2	0

#97 CCOc1ccccc1NC(=O)CCNC(=O)N1CC(=O)Nc2ccccc21
#98 Cc1sc2nc(-c3ccccc3F)oc(=O)c2c1C
#99 Cc1cc(OCC(=O)OCC(=O)N(Cc2ccccc2)C(C)(C)C)ccc1Cl
#100 CCOc1ccc(NC(=O)CN(C)C(=O)c2cc3c(s2)CCC3)cc1OCC
#101 COc1ccc(C(=O)O)cc1S(=O)(=O)Nc1cc(C(F)(F)F)ccc1N1CCCCC1
#102 CCc1nc(NCC2CC2)c2nnn(Cc3ccccc3)c2n1
#103 COc1ccc(CC(=O)NCCc2ccc3c(c2)OCO3)cc1OC
#104 COc1ccc(CCNC(=O)CC(=O)N/N=C\c2ccc(OCC(N)=O)cc2)cc1OC
Assay by compound	97	98	99	100	101	102	103	104
PKA-R2B activ	-8	-8	-14	-8	0	-3	0	-1
NSD2 inh	-1	-6	-1	7	0	0	0	2
DAGLB inh	-2	-8	-11	-1	5	-3	-2	-1
